hcGAS lum: Primary biochemical luminescence assay for human cyclic GMP-AMP synthase inhibitors | inhibition, % at 12.5 µM | AID 1259398, 2018 | Q8N884 | 0.081% of 290,000 active | recombinant h-cGAS, ATP depletion, Kinase-Glo luminescence;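 further: 0% = vehicle reaction and 100% = reaction without DNA for no activity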
Target sequence (Q8N884 whole entry, looked up): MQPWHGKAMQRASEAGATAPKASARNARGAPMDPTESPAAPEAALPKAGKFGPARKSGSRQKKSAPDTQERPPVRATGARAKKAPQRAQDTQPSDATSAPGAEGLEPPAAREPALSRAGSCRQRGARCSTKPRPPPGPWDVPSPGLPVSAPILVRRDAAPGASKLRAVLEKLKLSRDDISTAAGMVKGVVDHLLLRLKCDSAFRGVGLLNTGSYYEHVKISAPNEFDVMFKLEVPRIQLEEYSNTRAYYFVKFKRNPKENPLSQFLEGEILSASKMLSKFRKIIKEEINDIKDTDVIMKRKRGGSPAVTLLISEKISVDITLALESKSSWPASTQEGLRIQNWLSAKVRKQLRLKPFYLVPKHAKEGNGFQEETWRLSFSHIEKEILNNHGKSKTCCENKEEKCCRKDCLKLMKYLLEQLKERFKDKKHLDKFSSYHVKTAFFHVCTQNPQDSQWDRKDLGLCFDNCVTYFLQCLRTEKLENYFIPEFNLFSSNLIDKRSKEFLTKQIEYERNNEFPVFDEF
mcGAS inh: cyclic GMP-AMP synthase inhibitors, mouse, primary biochemical chemiluminescence; Q8C6L5; 0.15% of 160,000 active; inhibition, % at 12.5 µM; recombinant cGAS, Kinase-Glo ATP depletion luminescence; AID 1259399, 2018;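 further: 0% = negative control wells and 100% = reference inhibitor with no enzyme activity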
NPYLR7 ag: agonists of mosquito NPYLR7 receptor, primary screen, cell-based, Aedes aegypti, calcium fluorescence, mosquito biting behavior | HEK293T NPYLR7/Galpha15, GCaMP6s calcium fluorescence | activation, % at 10 µM | 0.15% of 270,000 active | AID 1259423, 2018; in the data active means activation above about 40%;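 further: 0% = vehicle and 100% = reference agonist at the receptor; some compounds past the cut are filed as inactive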
* hit, by the source's call; nt = no result given. Unless noted, no stated cut-off is given here; in the data, active means inhibition above about 40%; inactive means the rest.

Values in the order: hcGAS lum, mcGAS inh, NPYLR7 ag
> CCCc1cc(=O)[nH]c(SCc2cn3ccccc3n2)n1
  -1, -4, 3
> COc1ccc(NC(=O)c2c(N)c(C(=O)c3ccc(C(C)C)cc3)n3ccccc23)cc1
  -3, -7, -3
> CCCSc1nc2c(c(=O)[nH]c(=O)n2C)n1CCOC
  -7, nt, 14
> COc1ccc(/C=C(\C#N)c2nn(-c3ccccc3)c(N)c2C#N)cc1[N+](=O)[O-]
  -6, nt, 1
> COc1cc(OC)cc(-c2noc(Cn3ccn4nc(-c5ccc(C)cc5)cc4c3=O)n2)c1
  -5, -7, -2
> COCCCN1C(=O)CC(CC(=O)N2CCCC(c3ccccc3C)C2)(c2ccccc2Cl)C1=O (stereo unspecified)
  -8, -13, 17
> COc1ncc(C(=O)N(C)Cc2nc3ccc(F)cc3[nH]2)cn1
  -1, -1, 4
> c1coc(CCn2ccnc2-c2ccc(-n3cccn3)cc2)c1
  -3, nt, -2
> CCn1nnc2c(NCC(OC)OC)ncnc21
  -7, nt, 12
> CC(C)NC(=O)CC1(C(=O)Nc2nc(-c3ccc4c(c3)OCO4)cs2)CCCC1
  -1, -5, 4
> CC(C)C(=O)Nc1c(-c2ccccc2)c(=O)c2ccccc2n1C
  -3, nt, 2
> CCc1nc2ccc(C(=O)N(C)C(C)C)cn2c1N(C)Cc1nccn1C
  -4, -3, -2
> Cc1ccc(-n2ncc3c(C)nnc(SCC(=O)Nc4ccc5c(c4)OCO5)c32)cc1C
  -2, -5, -4
> COc1ccc(CNC(=O)c2cc(NC(=O)CC3CCCC3)cc3nc(C4CCCO4)n(C)c23)cc1 (stereo unspecified)
  -4, -10, 9
> CCOC(=O)C1CCCN(C(=O)c2cc(-c3ccc(OC)cc3OC)nn2-c2ccc(F)cc2)C1 (stereo unspecified)
  -17, -7, 0
> CCOC(=O)c1ccc(N2C(=O)C3C4C=CC(C)(O4)C3C2=O)cc1 (stereo unspecified)
  -2, -6, -10
> O=C(c1cccc(-n2cnnc2)n1)N1CCc2[nH]nc(-c3ccccc3)c2C1
  -7, -12, -2
> CCOc1ccc(CN2CCNC(=O)C2CC(=O)NCC2(c3ccccc3)CCCC2)cc1 (stereo unspecified)
  -2, nt, 6
> COc1ccc(Cn2c(C)cc(O)c(C(c3ccc(C)cc3)N3CCN(C)CC3)c2=O)cc1 (stereo unspecified)
  3, nt, 12
> Cc1cc(C)cc(N2CC(=O)N(c3cc(C)cc(C)c3)CC2=O)c1
  -3, -4, 4
> Oc1oc(-c2cccc3ccccc23)nc1C=Nc1ccc(Br)cc1Br
  -7, nt, 0
> CNc1ncccc1C(=O)NCCC(=O)N1CCC(C)CC1
  -5, -11, 26
> Cc1ccccc1Nc1nc(C)c([N+](=O)[O-])c(N(C)c2ccccc2)n1
  -5, nt, -4
> CCCCN(CC)C(=O)c1ccc(-c2cc(-c3ccccc3)n[nH]2)cc1
  -2, 2, -2
> CN(Cc1ccc2ccccc2n1)Cc1cc(Cl)ccc1O
  -5, nt, 5
> CCCn1ncc(C(=O)N2CCOCC2CC(=O)N2CCSCC2)c1C (stereo unspecified)
  -8, -5, nt
> CCN1CCc2nc(NC(=O)c3cc(Br)ccc3F)sc2C1
  -2, nt, 1
> O=C(c1ccc(N2CCC(NCc3scnc3-c3ccccc3)CC2)cc1)N1CCOCC1
  -9, -13, 17
> C=C(C)COc1ccc(-c2n[nH]c(C)c2-c2ccccc2)c(O)c1
  -2, -7, -5
> O=C(Nc1ccc(I)cc1)c1c(O)c2ccccc2[nH]c1=O
  4, 1, -7
> O=C(NCCOc1ccc(-c2ccc(F)cc2)nn1)Nc1ccc(Cl)cc1
  -6, 0, -3
> Cc1ccc(OC(C)C(=O)N2CCCCC2C(=O)Nc2ccc3c(c2)CCO3)cc1 (stereo unspecified)
  -8, nt, 3

A draw from above in order of formula weight, lowest first:
Values in the order: hcGAS lum, mcGAS inh, NPYLR7 ag
> CNc1ncccc1C(=O)NCCC(=O)N1CCC(C)CC1
  -5, -11, 26
> CN(Cc1ccc2ccccc2n1)Cc1cc(Cl)ccc1O
  -5, nt, 5
> C=C(C)COc1ccc(-c2n[nH]c(C)c2-c2ccccc2)c(O)c1
  -2, -7, -5
> Cc1cc(C)cc(N2CC(=O)N(c3cc(C)cc(C)c3)CC2=O)c1
  -3, -4, 4
> CCCCN(CC)C(=O)c1ccc(-c2cc(-c3ccccc3)n[nH]2)cc1
  -2, 2, -2
> CCCn1ncc(C(=O)N2CCOCC2CC(=O)N2CCSCC2)c1C (stereo unspecified)
  -8, -5, nt
> CCN1CCc2nc(NC(=O)c3cc(Br)ccc3F)sc2C1
  -2, nt, 1
> O=C(NCCOc1ccc(-c2ccc(F)cc2)nn1)Nc1ccc(Cl)cc1
  -6, 0, -3
> O=C(Nc1ccc(I)cc1)c1c(O)c2ccccc2[nH]c1=O
  4, 1, -7
> Cc1ccc(OC(C)C(=O)N2CCCCC2C(=O)Nc2ccc3c(c2)CCO3)cc1 (stereo unspecified)
  -8, nt, 3
> COc1ccc(Cn2c(C)cc(O)c(C(c3ccc(C)cc3)N3CCN(C)CC3)c2=O)cc1 (stereo unspecified)
  3, nt, 12
> CCOc1ccc(CN2CCNC(=O)C2CC(=O)NCC2(c3ccccc3)CCCC2)cc1 (stereo unspecified)
  -2, nt, 6
> O=C(c1ccc(N2CCC(NCc3scnc3-c3ccccc3)CC2)cc1)N1CCOCC1
  -9, -13, 17
> Oc1oc(-c2cccc3ccccc23)nc1C=Nc1ccc(Br)cc1Br
  -7, nt, 0

Compound activity as filed in PubChem.
